High-throughput results deposited in PubChem by several laboratories.
TROY signal inh: blocks TROY-dependent signaling in reporter cells; Q293 LMP1-TROYcd NF-kB luciferase reporter, 4 h; inhibition, % at 10 µM; hit rate 0.98% among 360,000; AID 1347056;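 active = compounds whose plate-normalised and pattern-corrected inhibition of the luciferase reporter signal at the single screening dose is 50% or more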
TWEAK Fn14 block: inhibitors of TWEAK-Fn14 interaction signaling | hit rate 2% among 360,000 | inhibition, % at 10 µM | TWEAK-stimulated Fn14 reporter cells, luciferase luminescence, 8 h; in the data active = inhibition above about 50%
COUP-TFII inh: NR2F2 (human) inhibition, primary screen; P24468; HEK293T NGFI-A luciferase reporter, luminescence; inhibition, % at 8.6 µM; hit rate 0.7% among 370,000;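 active = inhibition above a per-plate cutoff, mean inhibition of test wells between control levels plus 3 SD, cut at about 38% in these data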;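 note: cells cotransfected with COUP-TFII expression vector driving the NGFI-A reporter; 0% = median of COUP-TF2 test wells and 100% = reporter-only cells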
NOD2-RIPK2 inh: NOD2-RIPK2 protein interaction inhibition; O43353; inhibition, % at 4.98 µM; hit rate 0.38% among 360,000; AID 624267; CHO BLA complementation NOD2-RIPK2, CCF4 ratio; in the data active = inhibition above about 21%;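 note: 0% = vehicle only and 100% = reference blocker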
LRH-1 inv ag: inverse agonists of human LRH-1 (NR5A2). O00482. HEK293T StAR-luciferase reporter, LRH-1 transfected, 24 h. inhibition, % at 3.6 µM. hit rate 0.13% among 360,000. AID 602396;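 active = inhibition above the mean inhibition of all tested compounds plus 3 SD, cut at about 73% in these data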;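 note: 0% = DMSO wells and 100% = reporter-only cells lacking LRH-1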
NCOA3 inh: inhibitors of human steroid receptor coactivator 3 (SRC3); Q9Y6Q9; HEK293 GAL4-SRC3 luciferase reporter, luminescence; inhibition, % at 3.6 µM; hit rate 0.17% among 360,000; AID 588352;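 active = inhibition above a per-campaign cutoff, the mean of all compounds plus 3 SD, cut at about 60% in these data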;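 note: 0% = DMSO-treated cells and 100% = gossypol-treated cells at 36 µM; higher means less SRC3-driven luciferase light from the GAL4 reporter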
TLR9-MyD88 block: blocks human TLR9 binding to MyD88. Q9NR96+Q99836. CHO BLA complementation TLR9-MyD88, CCF4 FRET ratio. inhibition, % at 4.98 µM. hit rate 0.21% among 340,000;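 active = inhibition above the mean over all tested compounds plus 3 SD, cut at about 21% in these data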;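 note: 0% = DMSO only wells and 100% = clavulanate BLA inhibitor control wells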
SRC1 inh: human NCOA1 inhibition; inhibition, % at 3.6 µM; hit rate 0.12% among 360,000; Q15788; AID 588354; HEK293 GAL4-SRC1 luciferase reporter, luminescence;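 active = inhibition above the campaign mean plus 3 SD, with each screening campaign given its own cutoff, cut at about 60% in these data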;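 note: 0% = DMSO treated cells and 100% = gossypol at 36 µM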
Target sequence (Q15788 whole entry, looked up, the tested form may be a part): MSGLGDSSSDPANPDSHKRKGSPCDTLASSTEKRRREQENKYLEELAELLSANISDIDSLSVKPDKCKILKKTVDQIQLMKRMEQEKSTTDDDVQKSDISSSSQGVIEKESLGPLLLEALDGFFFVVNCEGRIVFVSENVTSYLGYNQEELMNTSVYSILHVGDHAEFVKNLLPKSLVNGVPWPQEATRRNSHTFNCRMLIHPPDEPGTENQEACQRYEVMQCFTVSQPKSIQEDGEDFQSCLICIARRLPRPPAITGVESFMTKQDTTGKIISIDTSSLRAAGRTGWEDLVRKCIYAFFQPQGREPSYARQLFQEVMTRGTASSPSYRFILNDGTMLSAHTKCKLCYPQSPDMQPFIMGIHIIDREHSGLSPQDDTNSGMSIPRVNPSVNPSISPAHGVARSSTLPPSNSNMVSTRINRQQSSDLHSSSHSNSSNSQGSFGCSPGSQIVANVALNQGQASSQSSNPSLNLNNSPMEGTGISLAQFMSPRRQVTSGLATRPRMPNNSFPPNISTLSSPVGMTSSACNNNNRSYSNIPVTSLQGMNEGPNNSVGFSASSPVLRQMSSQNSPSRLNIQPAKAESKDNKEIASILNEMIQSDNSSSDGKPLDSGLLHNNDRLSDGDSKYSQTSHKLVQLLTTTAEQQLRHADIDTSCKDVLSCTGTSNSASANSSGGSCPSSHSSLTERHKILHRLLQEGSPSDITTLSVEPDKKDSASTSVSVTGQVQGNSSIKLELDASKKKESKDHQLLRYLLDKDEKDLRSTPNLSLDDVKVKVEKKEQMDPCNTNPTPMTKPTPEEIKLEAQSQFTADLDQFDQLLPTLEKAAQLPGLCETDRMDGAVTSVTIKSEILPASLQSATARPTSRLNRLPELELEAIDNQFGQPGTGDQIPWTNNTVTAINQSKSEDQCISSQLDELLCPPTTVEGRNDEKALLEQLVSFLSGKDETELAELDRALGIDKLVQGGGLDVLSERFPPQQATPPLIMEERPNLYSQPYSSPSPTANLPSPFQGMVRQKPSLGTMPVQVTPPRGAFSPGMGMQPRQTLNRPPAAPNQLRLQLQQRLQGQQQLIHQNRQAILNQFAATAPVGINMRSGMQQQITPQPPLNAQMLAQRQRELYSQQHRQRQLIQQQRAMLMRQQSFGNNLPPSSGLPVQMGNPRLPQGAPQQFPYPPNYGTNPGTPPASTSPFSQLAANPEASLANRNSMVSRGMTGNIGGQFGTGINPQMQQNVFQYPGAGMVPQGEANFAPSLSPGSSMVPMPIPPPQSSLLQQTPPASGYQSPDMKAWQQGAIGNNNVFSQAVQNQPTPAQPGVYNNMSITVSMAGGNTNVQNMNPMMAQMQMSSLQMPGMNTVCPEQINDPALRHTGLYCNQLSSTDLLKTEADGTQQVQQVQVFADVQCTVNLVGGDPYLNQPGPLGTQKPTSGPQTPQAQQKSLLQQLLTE
NCOA2 inhibitor: inhibits human steroid receptor coactivator 2 | inhibition, % at 9 µM | HEK293 GAL4-SRC2 luciferase reporter, luminescence | Q15596 | hit rate 0.17% among 370,000;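 active = inhibition above the mean inhibition of all tested compounds plus 3 SD, set per campaign, cut at about 52% in these data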;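 note: 0% = DMSO treated cells and 100% = cells given Gossypol at 36 µM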
C8 TRAIL sens: sensitizes caspase-8 expressing cells to TRAIL; NB7+C8 cells + TRAIL, ATPlite viability luminescence; inhibition (viability loss, TRAIL sensitization), % at 10 µM; hit rate 1% among 360,000; AID 624354;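 active = compounds causing at least 50% loss of cell viability in the single-dose screen, relative to plate controls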
LMP1 NFkB inh: inhibitors of Epstein-Barr LMP1-induced NF-kappaB reporter; inhibition, % at 12.5 µM; LMP1-induced NF-kappaB luciferase reporter cells, luminescence; hit rate 0.69% among 350,000; AID 504558; in the data active = inhibition above about 41%;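 note: 0% = neutral control wells and 100% = reference inhibitor control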
An asterisk follows results filed as active; · = not tested or not shown. A portion of the library; count on the stated rates, not on these rows.

SMILES | TROY signal inh | TWEAK Fn14 block | COUP-TFII inh | NOD2-RIPK2 inh | LRH-1 inv ag | NCOA3 inh | TLR9-MyD88 block | SRC1 inh | NCOA2 inhibitor | C8 TRAIL sens | LMP1 NFkB inh
Cc1cccc(C(=O)Nc2c(C(=O)N(C)C)cnn2-c2ccccc2)c1 | 2 | 12 | -6 | -2 | 10 | -2 | 1 | 9 | 12 | 2 | -1
O=C1C=CC(=O)c2c(O)c(CO)c(CO)c(O)c21 | 3 | 49 | 5 | -9 | -3 | 5 | -4 | -2 | 7 | 4 | -1
COc1cc(C2c3c(oc4ccccc4c3=O)C(=O)N2c2ccc(C)cn2)ccc1O (stereo unspecified) | 4 | -2 | -6 | -3 | 11 | 1 | 0 | -34 | 4 | 8 | -12
CNC(=O)C(=O)NCC1OCCN1S(=O)(=O)c1ccc2c(c1)OCCO2 (stereo unspecified) | 11 | -8 | 5 | -6 | -9 | 7 | 2 | 15 | -2 | 1 | 11
Cc1cccc(C)c1NC(=S)N(Cc1ccccc1)Cc1cccnc1 | 6 | -26 | 12 | -9 | 13 | 11 | 5 | 1 | -3 | 10 | -2
CC1(C(=O)NCc2cccc3ccccc23)CCN1Cc1ccc2ccccc2c1 (stereo unspecified) | 24 | 16 | 32 | -7 | -16 | 18 | · | -12 | 10 | 19 | ·
CCOc1ccc(NC2CCN(C(C)=O)CC2)cc1 | -18 | 0 | 5 | -10 | -12 | -20 | 2 | -30 | 10 | 6 | 42*
CC(=O)c1cccc(NC(=O)C2Cc3c(-c4cccc(C(N)=O)c4)ccnc3O2)c1 (stereo unspecified) | 8 | 12 | 6 | -5 | 21 | 3 | · | 1 | -14 | 8 | ·
COc1ccc(/C=C/C(=O)NC(=S)Nc2ccc(Br)cn2)cc1 | -20 | -20 | 2 | -4 | 8 | -8 | 5 | -1 | 7 | 10 | -18
CCN(CC)C(=S)SC1CCCCN(C(=O)c2ccc(F)cc2)C1=O (stereo unspecified) | -1 | 0 | -9 | -9 | -20 | 2 | -3 | -6 | 14 | -1 | 2
COC(=O)C(C)N1CCC(=O)c2ccccc2S1(=O)=O (stereo unspecified) | -6 | -3 | -2 | 7 | -12 | -10 | -4 | -14 | 5 | -2 | 2
O=C(CSc1nc(=O)n(CCN2CCOCC2)c2c1CCCC2)Nc1cccc([N+](=O)[O-])c1 | 4 | -19 | -4 | 0 | -27 | 4 | 0 | -4 | 5 | 2 | -3
C=CCN(Cc1cn(C)nc1-c1cccc(Cl)c1)C1CCS(=O)(=O)C1 (stereo unspecified) | 11 | -7 | -17 | -3 | 17 | 15 | -5 | -28 | -27 | 3 | -3
COCCSc1ccccc1C(=O)N1CCCC(C)C1 (stereo unspecified) | 1 | 2 | -24 | 0 | -14 | -3 | -2 | -22 | -7 | 3 | -3
CN(CC(=O)N(CCO)Cc1ccccc1)S(=O)(=O)c1ccc2c(c1)c(=O)n(C)c(=O)n2C | -21 | -3 | 12 | -1 | 3 | -3 | -3 | -16 | -4 | -19 | 4
CCOc1ccc2ncc(C(=O)c3ccc(OC)cc3)c(N3CCN(CC)CC3)c2c1 | -7 | -20 | · | -8 | 5 | 15 | -3 | -11 | · | 9 | -9
CCN(C(=O)CSc1nnc(-c2cccc(Cl)c2)n1N)c1c(N)n(Cc2ccccc2)c(=O)[nH]c1=O | -10 | 3 | 6 | 4 | -25 | 5 | -2 | -9 | 16 | -2 | 3
COc1cc2c(C(=O)O)c(C)n(-c3ccccc3)c2c2ccccc12 | 7 | 2 | -14 | -9 | 23 | -4 | -16 | -18 | 0 | -18 | -1
CCOC(=O)N1CCC(NC(=O)C2=CCN(S(=O)(=O)c3ccccc3)CC2)CC1 | -7 | 1 | 4 | 4 | 19 | 21 | -3 | 2 | -2 | -4 | 4
Cc1cc(C)cc(N(C(=O)c2csnn2)C(C(=O)NC2CCCC2)c2cccnc2)c1 (stereo unspecified) | 5 | 23 | -10 | -1 | 3 | 1 | -4 | 3 | 0 | 7 | 4
Cc1cc(C)n(CCC(=O)N2CCCC(Nc3ccc(F)cc3)C2)n1 (stereo unspecified) | -5 | -8 | 5 | -4 | 6 | 17 | -4 | 7 | 1 | -11 | 5
CCS(=O)(=O)N1CCCC(C(=O)NCc2ccccc2Cl)C1 (stereo unspecified) | 2 | -11 | -2 | -10 | -20 | 11 | -6 | 0 | -8 | 5 | 8
COc1ccc(Cl)cc1N(CC(=O)N(C)C)S(=O)(=O)c1ccc(C)c([N+](=O)[O-])c1 | -7 | 6 | -4 | 6 | -12 | 14 | 8 | -3 | -11 | -3 | -8
CCOc1ccc(CN2CCN(Cc3nc4c(s3)CCCC4)CC2CCO)cc1 (stereo unspecified) | 33 | -10 | -6 | 4 | -3 | 2 | 1 | 10 | 8 | 3 | 1
C(=C1c2ccccc2-c2ccccc21)c1ccncc1 | -58 | -1 | -26 | 7 | -1 | -23 | 2 | -20 | -6 | 1 | -16
Cc1nnc(NC(=O)CSc2nnc(Cc3cccn3C)n2-c2cccc(C(F)(F)F)c2)s1 | -3 | -20 | 3 | 2 | 7 | -54 | -4 | -5 | 12 | -2 | 0
C[C@@H]1C[C@H](Nc2ccccc2)c2ccccc2N1C(=O)c1cccnc1 | · | -9 | 13 | -15 | 6 | 12 | 4 | 18 | 3 | 5 | -3
C[C@H](CO)N1C[C@H](C)[C@@H](CN(C)C(=O)Nc2cccc(F)c2)Oc2ncc(Br)cc2C1=O | -20 | -2 | -18 | -30 | 2 | 25 | -6 | -3 | 11 | -14 | 0
Nc1ncnc(Nc2ccccn2)c1[N+](=O)[O-] | -4 | 28 | 19 | -5 | -4 | 26 | -1 | 13 | 30 | 0 | 14
CCOc1ccccc1NC(=S)N1CCN(c2cccc(C)c2C)CC1 | 17 | 3 | -18 | -12 | 24 | 7 | 10 | -3 | 18 | -1 | 3
COc1cccc(NC(=O)CS(=O)(=O)c2cn(CC(=O)N3CCOCC3)c3ccccc23)c1 | -2 | -5 | 16 | 2 | -8 | 19 | -3 | 7 | 0 | -3 | 4
Cc1nn(Cc2ccc(Cl)c(Cl)c2)c(C)c1NC(=O)c1cc(-c2ccc3c(c2)OCO3)on1 | 20 | 20 | -2 | 6 | 2 | 0 | -1 | -4 | 4 | 12 | 30
COc1ccc(-n2nc(C(=O)NCC(=O)NC(C)C)c3ccccc3c2=O)cc1Cl | -6 | 14 | -17 | -4 | 13 | -8 | -7 | 10 | 2 | -8 | 12
CCN(CC)C(=O)C1=C(C)N(Cc2ccc(OC)cc2)C(=O)C(CC(=O)NCC2CCCCC2)C1 (stereo unspecified) | -17 | 24 | 0 | -8 | -20 | -99 | 4 | 2 | 9 | -5 | -7
C/C(=N/NC(=O)C1CC1(c1ccccc1)c1ccccc1)c1ccco1 (stereo unspecified) | -4 | 17 | 10 | 14 | 10 | 16 | -2 | 14 | 2 | -6 | 7
COc1ccc(CN(C(=O)/C=C/C(=O)c2ccc(OC)cc2O)C(C(=O)NC2CCCCC2)c2ccncc2)cc1 (stereo unspecified) | 4 | 2 | 16 | 4 | -19 | 7 | -9 | -5 | -7 | 5 | -2
COc1ccc(NC(=O)CSCc2ccc([N+](=O)[O-])cc2)cc1OC | -17 | 6 | 5 | 10 | 0 | 21 | 1 | 6 | -11 | 9 | -8
COc1ccc(-c2nc(CS(=O)(=O)CC(=O)NCCCN3CCOCC3)c(C)o2)cc1 | 5 | -2 | -19 | -1 | -1 | -3 | -6 | -11 | -5 | -3 | -13
CCC(c1nnnn1CCOC)N1CCN(Cc2ccccc2)CC1 (stereo unspecified) | 1 | -6 | -4 | -21 | 18 | 6 | -9 | 7 | 8 | 5 | 0
COc1ccc(C(=O)NNC2=C(C(=O)C(F)(F)F)CCC2)cc1 | 2 | -35 | -24 | -18 | -49 | -22 | · | -23 | -28 | 7 | 0
COc1ccc(S(=O)(=O)N2CCCC(C(=O)NCC3CCCO3)C2)cc1OC (stereo unspecified) | 7 | 21 | 13 | -1 | 5 | 5 | -13 | 6 | -28 | 6 | 0
CSc1ccc(/C=N/NC(=O)CN2CCN(Cc3ccccc3)CC2)cc1 | -10 | -24 | 5 | 4 | 7 | 11 | 2 | 0 | -21 | -7 | -12
Cc1ccc(NC(=O)CN2CCCC2c2cccs2)cc1S(=O)(=O)N1CCCCC1 (stereo unspecified) | 26 | 30 | 31 | 3 | 10 | -9 | -4 | 4 | -14 | 6 | 13
O=C(O)c1ccc(Nc2nc(-c3cccnc3)cs2)cc1 | -15 | 34 | -1 | -6 | -16 | -53 | 6 | -27 | -25 | -5 | -1
Cn1c(N2CCCC2)nc2c1c(=O)n(Cc1ccc(F)cc1)c(=O)n2C | 10 | -5 | 8 | 3 | 16 | 5 | 2 | -13 | 0 | 11 | -7

Pulled by compound from the list above (three):
SMILES | TROY signal inh | TWEAK Fn14 block | COUP-TFII inh | NOD2-RIPK2 inh | LRH-1 inv ag | NCOA3 inh | TLR9-MyD88 block | SRC1 inh | NCOA2 inhibitor | C8 TRAIL sens | LMP1 NFkB inh
CCC(c1nnnn1CCOC)N1CCN(Cc2ccccc2)CC1 (stereo unspecified) | 1 | -6 | -4 | -21 | 18 | 6 | -9 | 7 | 8 | 5 | 0
O=C(O)c1ccc(Nc2nc(-c3cccnc3)cs2)cc1 | -15 | 34 | -1 | -6 | -16 | -53 | 6 | -27 | -25 | -5 | -1
COc1ccc(-c2nc(CS(=O)(=O)CC(=O)NCCCN3CCOCC3)c(C)o2)cc1 | 5 | -2 | -19 | -1 | -1 | -3 | -6 | -11 | -5 | -3 | -13

(further entries)
SMILES | TROY signal inh | TWEAK Fn14 block | COUP-TFII inh | NOD2-RIPK2 inh | LRH-1 inv ag | NCOA3 inh | TLR9-MyD88 block | SRC1 inh | NCOA2 inhibitor | C8 TRAIL sens | LMP1 NFkB inh
Cc1ccc(/C=C/C(=O)OCC(=O)N(CC(C)C)c2c(N)n(Cc3ccccc3)c(=O)[nH]c2=O)o1 | -3 | 10 | 26 | -2 | 11 | -7 | 0 | 8 | 24 | -33 | 4
CCC(C)NC(=O)c1ccccc1NC(=O)C(C)N(c1ccccc1)S(C)(=O)=O (stereo unspecified) | -8 | 5 | -13 | -18 | 4 | 2 | -1 | 12 | 25 | -7 | -12
CCOC(=O)c1ccn(S(=O)(=O)c2ccc(C)cc2)c1-c1ccccc1 | 13 | -19 | -2 | -5 | -1 | 11 | · | 2 | 9 | -6 | ·
O=C(CN1CCC(Cc2ccccc2)CC1)NCCc1ccc(F)cc1 | 8 | -7 | -1 | 2 | 1 | -5 | 6 | 7 | -12 | 0 | -1
C#CC(=O)CC1(CN(Cc2ccccc2)C(=O)OC(C)(C)C)CCCCC1 | -9 | 11 | -4 | -3 | -11 | -15 | -7 | 1 | 4 | 94* | -5
Cc1c(NC(=O)c2c(N)sc3c2CCCC3)c(=O)n(-c2ccccc2)n1C | 2 | 12 | 0 | 3 | 5 | 15 | 7 | -1 | 0 | -7 | 3
Cc1cccc(N2CCN(S(=O)(=O)c3ccc4c(c3)CCN4C(=O)CCC(=O)O)CC2C)c1 (stereo unspecified) | 1 | 7 | -4 | -3 | 6 | -5 | 1 | 9 | 6 | 5 | -1
N#CC1(Cc2ccccc2)c2ccccc2C=CN1C(=O)c1ccccc1 (stereo unspecified) | 3 | -7 | -6 | 4 | 8 | 4 | 6 | -2 | 5 | 3 | -4
